# Source: PubChem
# ADAM17 inh: inhibitors of human ADAM17; inhibition, % at 6.95 µM; AID 720648; hit rate 0.83% among 370,000; recombinant ADAM17, EDANS/DABCYL FRET peptide cleavage;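 active means inhibition above the mean of compounds lying between control limits plus 3 SD, set per campaign, cut at about 8.5% in these data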;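 further: 0% = DMSO-only wells as the low control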
# ARFGAP1 inhibitor: rat ARFGAP1 inhibition. Arfgap1-stimulated ARF1 GTP hydrolysis, GDP FP detection. inhibition, % at 16.5 µM. hit rate 0.26% among 360,000. AID 651572;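 active means inhibition above a per-plate limit, mean inhibition of low control wells plus 3 SD, cut at about 25% in these data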;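 further: 0% = DMSO wells with enzyme and 100% = wells lacking Arfgap1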
# Target sequence (Q62848 1-136 limits assumed): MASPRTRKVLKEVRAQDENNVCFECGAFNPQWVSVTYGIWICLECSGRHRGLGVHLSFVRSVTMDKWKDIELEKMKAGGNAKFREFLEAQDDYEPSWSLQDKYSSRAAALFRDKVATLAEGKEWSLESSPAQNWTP
#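 Material: truncated rat Arfgap1 GAP domain; Incubation: compound-enzyme preincubation 20 min, reaction 120 min, detection 60 min, 25 °C; Read-out: percent inhibition of Arfgap1-stimulated GTP hydrolysis; Technique: FP, GDP Alexa 633 tracer displaced from anti-GDP antibody, 620/688 nm; Controls: No-Arfgap1 wells (100%) versus DMSO full-reaction wells (0%); Replication: single well per compound.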
# ASAP1 inh: inhibitors of human ASAP1 ArfGAP activity; Q9ULH1; ASAP1-stimulated ARF1 GTP hydrolysis, GDP FP detection; hit rate 0.19% among 360,000; inhibition, % at 16.5 µM; AID 624377; in the data active means inhibition above about 25%;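 further: 0% = vehicle with enzyme and substrate and 100% = no enzyme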
# PLCg1 inh: blocks human PLC-gamma1 enzyme activity; P19174; purified PLC-gamma1, fluorogenic substrate, fluorescence; hit rate 0.84% among 370,000; inhibition, % at 12.2 µM; in the data active means inhibition above about 9.5%
# KLK7 zymogen act: activators of human kallikrein-7 zymogen; activation, % at 7 µM; P49862; AID 652039; hit rate 0.9% among 370,000; purified proKLK7, EDANS-DABCYL substrate fluorescence; 100% is mature enzyme control, 0% vehicle;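 active means activation above the mean of all tested compounds plus 3 SD, computed per campaign excluding outliers beyond control limits, cut at about 13% in these data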
# DDE Tn6 FP inh: inhibitors of Tn6 peptide binding to human fibrin DD(E); Fibrin DD(E) TRITC-Tn6 fluorescence polarization displacement; inhibition, % at 8.3 µM; hit rate 0.21% among 370,000; AID 720509;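 active means inhibition above a per-campaign cutoff: mean of compounds within control limits plus 3 SD, cut at about 15% in these data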;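 further: 0% = median of all compound wells on the plate and 100% = blocking peptide control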
# MBD2 DNA inh: inhibitors of human MBD2 binding to methylated oligonucleotide. Q9UBB5. TR-FRET. inhibition, % at 4.4 µM. hit rate 0.31% among 370,000; in the data active means inhibition above about 13%
# PLCb3 inh: blocks human PLC-beta3 enzyme activity. Q01970. inhibition, % at 12.2 µM. Purified PLC-beta3, fluorogenic substrate, fluorescence. hit rate 0.18% among 370,000; in the data active means inhibition above about 11%;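 further: 0% = median of compound wells on plate and 100% = full blocker control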
# UHRF1 MBD2 ctr: UHRF1 methyl-DNA binding inhibition; Q96T88; inhibition, % at 4.4 µM; UHRF1 binding to methylated oligo, TR-FRET; hit rate 0.75% among 370,000; in the data active means inhibition above about 21%;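 further: UHRF1 SRA domain binding a hemimethylated CpG hairpin DNA probe; 0% = median of test compound wells and 100% = reference inhibitor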
# Target sequence (Q96T88 whole entry, looked up, the tested form may be a part): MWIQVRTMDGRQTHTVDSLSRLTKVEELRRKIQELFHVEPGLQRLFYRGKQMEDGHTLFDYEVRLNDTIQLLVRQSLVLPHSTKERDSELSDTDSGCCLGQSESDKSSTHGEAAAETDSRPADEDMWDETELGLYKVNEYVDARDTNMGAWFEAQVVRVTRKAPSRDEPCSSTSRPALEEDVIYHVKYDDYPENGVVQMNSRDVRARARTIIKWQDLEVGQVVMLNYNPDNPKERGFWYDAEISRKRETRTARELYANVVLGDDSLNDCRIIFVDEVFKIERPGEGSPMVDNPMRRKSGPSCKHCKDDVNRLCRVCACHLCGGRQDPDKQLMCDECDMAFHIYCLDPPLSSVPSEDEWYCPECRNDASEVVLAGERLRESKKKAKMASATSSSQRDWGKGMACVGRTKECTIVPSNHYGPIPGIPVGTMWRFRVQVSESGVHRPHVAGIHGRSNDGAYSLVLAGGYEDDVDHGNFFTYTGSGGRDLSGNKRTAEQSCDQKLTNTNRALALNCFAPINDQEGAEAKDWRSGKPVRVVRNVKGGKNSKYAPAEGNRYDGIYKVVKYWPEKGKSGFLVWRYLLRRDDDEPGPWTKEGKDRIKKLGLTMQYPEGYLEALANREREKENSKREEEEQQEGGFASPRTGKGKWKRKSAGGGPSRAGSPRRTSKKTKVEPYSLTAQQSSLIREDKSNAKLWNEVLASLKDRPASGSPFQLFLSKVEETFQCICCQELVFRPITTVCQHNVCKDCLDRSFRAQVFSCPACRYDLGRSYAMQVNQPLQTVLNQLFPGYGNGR
# DDE Tn7 FP inh: disrupts Tn7 cyclic peptide binding to fibrin D-Dimer-E complex. P02675. FP displacement of FITC-Tn7 peptide from fibrin DD(E); 0% = median of compound wells per plate. inhibition, % at 8.3 µM. hit rate 0.13% among 370,000. AID 720508;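 active means inhibition above the mean of compounds falling within the control limits plus 3 SD of them, cut at about 14% in these data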;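 further: 0% = plate median of compound wells and 100% = 10 µM Aha-Tn7 peptide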
#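 Test system – human fibrin DD(E) · Times – 10 min preincubation, 3 h with tracer, room temperature · Detection – fluorescence polarization of the labelled Tn7 tracer · Measure – percent inhibition normalized to high-control wells · Benchmarks – high control wells with 10 µM unlabelled Aha-Tn7 peptide (full inhibition) · Repeats – singlicate testing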
# Starred values were filed as active, the others as inactive; i = inactive; · = not tested or not shown.
# Values run as follows: ADAM17 inh	ARFGAP1 inhibitor	ASAP1 inh	PLCg1 inh	KLK7 zymogen act	DDE Tn6 FP inh	MBD2 DNA inh	PLCb3 inh	UHRF1 MBD2 ctr	DDE Tn7 FP inh
Cc1nc2ccc(-c3nc4ccccc4[nH]3)cc2[nH]1
    -55	13	9	-13	0.5	-14	7	-15	4	4
COc1ccc(C(=O)c2[nH]c(N)c(C(=O)NCCc3c[nH]c4ccccc34)c2-c2c(F)cccc2Cl)cc1
    -5	7	-5	-62	-6.9	-6	-4	-88	-4	5
O=C(Cc1ccccc1)NC(NCCCN1CCOCC1)(C(F)(F)F)C(F)(F)F
    -1	2	13	2	0.2	1	3	5	0	2
O=C(O)C1CCN(S(=O)(=O)c2ccc(Oc3ccccc3)cc2)CC1
    -1	-6	2	2	0.6	5	-2	3	-1	-2
CCCCNC(=O)c1nc2ncc(Br)cn2n1
    -4	9	2	1	-0.1	-1	4	-1	4	-3
CCCCN(C)C1CCN(C(=S)Nc2ccc(OCC)cc2)CC1
    -2	-4	-10	-1	0.1	5	-4	-6	0	-5
Cc1csc(=O)n1CCC(=O)OCC(=O)c1ccc(Br)cc1
    -3	3	-2	0	-0.2	-2	-2	-5	1	2
C=CCn1c(SCC(=O)Nc2ccc(C(=O)O)cc2)nnc1-c1cccnc1
    -4	-10	2	0	0.2	-5	6	-3	2	-4
CC1CCCN(S(=O)(=O)c2cccc3nonc23)C1 (stereo not given)
    -3	-7	1	1	-0.3	0	3	-5	1	-6
CC(C)CNC(=O)C1CCCN(S(=O)(=O)c2ccc(-n3cnnn3)cc2)C1 (stereo not given)
    0	1	-10	5	0.1	-1	0	4	-1	-2
O=c1[nH]c2ccccc2c(O)c1SCCO
    -1	2	5	-6	0.3	4	7	-4	-1	-6
Cc1ccc(O)c(NC(=O)CCCC(=O)O)c1
    -2	13	1	-2	-0.6	1	0	0	-3	4
Cc1cc(=O)[nH]c(SCC(=O)Nc2ccccc2[N+](=O)[O-])n1
    0	-4	1	4	-0.3	6	3	-3	-1	6
Cc1ccc(S(=O)(=O)N2CCC(C(=O)NCc3ccncc3)CC2)cc1
    2	1	1	5	-0.1	-6	2	1	3	-3
CN(NC1OC(=O)c2ccccc21)c1ccccc1[N+](=O)[O-] (stereo not given)
    2	4	-13	-3	-0.1	2	-6	-6	-3	6
CCn1c2ccccc2c2cc(CN3CCN(S(C)(=O)=O)CC3)ccc21
    -4	10	-1	-4	-0.1	6	5	-4	1	0
COC(=O)c1sc(S(=O)(=O)Oc2ccccc2NC(C)=O)c(C(=O)OC)c1C
    1	1	-3	0	0.4	-4	0	1	0	-1
CC(NC(=O)CN(C)Cc1cccs1)c1ccccc1 (stereo not given)
    -2	1	-15	-3	0.1	6	4	-1	1	5
CCOc1ccc(S(=O)(=O)N2CCN(S(=O)(=O)c3ccc(C(C)=O)cc3)CC2)cc1
    2	2	-12	1	-0.1	3	0	1	-4	4
CC(C)C(=O)NS(=O)(=O)c1ccc(NS(C)(=O)=O)cc1
    -2	12	1	0	0.1	1	3	-7	0	0
COC(=O)[C@@]12CCCCC3=C1N(CCC3)C(=O)[C@H]2CC(=O)NCc1ccccc1
    -1	·	·	1	0.3	2	1	0	0	2
COc1ccccc1N1CCN(C2CCN(C(=O)COc3ccccc3)CC2)CC1
    -2	-4	15	0	-0.7	-3	-1	-2	1	-1
C=CCNC(=S)N/N=C(\C)c1cccnc1
    -4	0	7	0	-0.2	-5	5	-7	3	-2
COc1ccc(C2CC(c3ccccc3Br)=NN2c2ccc(S(N)(=O)=O)cc2)cc1 (stereo not given)
    -340	17	14	i	-115	-1	2	i	-3	3
COc1cccc(CC(=O)Nc2nc3ccccc3[nH]2)c1
    -6	7	5	-1	-0.1	-4	0	-1	-1	5
O=C(O)CC/C(=N/NC(=O)c1cccs1)c1ccccc1
    0	13	-16	2	-0.4	-4	6	-29	13	-3
CCOC(=O)N1CCC(N2C(=O)c3ccccc3C2Nc2ccc(S(=O)(=O)N3CCOCC3)cc2)CC1 (stereo not given)
    -3	-7	8	-3	0.8	0	4	-2	1	1
CCOC(=O)N1CCN(C(=O)C2CCN(S(=O)(=O)c3ccc(OC)cc3)CC2)CC1
    1	1	9	4	-0.4	1	5	4	0	-2
CC(Oc1cccc(Cl)c1)C(=O)N1CCCN(C)CC1 (stereo not given)
    2	1	-11	-3	0.3	6	-1	-3	-1	-8
CC(C)c1nc(CNC(=O)C2CCC(=O)N(Cc3ccc(Cl)cc3)C2)no1 (stereo not given)
    -2	-10	-12	0	-0.1	3	-7	-5	-3	3
Cc1cccc(-n2c(C)cc(/C=C3\C(=N)N4N=C(CC(C)C)SC4=NC3=O)c2C)c1
    -3	-4	-5	-4	-1.3	4	5	-4	1	8
Cn1ccc(C(=O)OCC(=O)Nc2cccc(Cl)c2)n1
    -2	-7	13	-1	0.5	6	3	-7	2	3
O=C(CCS(=O)(=O)c1ccccc1)N1CCOCC1
    -4	-10	-16	1	-0.3	2	0	-3	15	4
COc1ccc(NS(=O)(=O)c2cccc(C(=O)NN=Cc3ccc(OC)cc3OC)c2)cc1
    -3	3	5	-66	-93	-5	1	-85	0	5
COc1cccc(CNc2ccc(F)c(Cl)c2)c1
    2	-9	-7	1	-0.1	0	2	-1	-1	-2
O=C(O)Cc1ccc(C(=O)c2ccccc2)s1
    -5	0	15	-5	0.8	-7	-1	-7	0	1
CC(NC(=O)Nc1cccc(F)c1)c1ccc2c(c1)OCO2 (stereo not given)
    -4	7	-2	1	-0.4	-5	-3	-5	1	-5
COC(=O)Nc1ccc(S(=O)(=O)N2CCCc3ccccc32)cc1
    1	1	15	3	0.4	6	-6	-1	-2	3
COc1cc(CNC(=O)c2nc(Cn3nc(C)c(Br)c3C)no2)cc(OC)c1
    0	-11	1	1	-0.4	0	4	-5	-1	1
COc1ccc(-c2nc(C#N)c(NCCCN3CCOCC3)o2)cc1
    -191	13	-2	-203	0.4	2	0	-263	-1	-3
Cc1ccc(C(=O)O)cc1NC(=S)NC(=O)C(c1ccccc1)c1ccccc1
    1	-10	-12	-1	0.4	8	-1	-4	-1	4
CC(=O)Nc1sc(C)c(C)c1C(=O)OCC(=O)NCc1ccc(Cl)cc1
    3	2	1	12*	-0.6	-1	0	-4	0	1
COCCN(C(=O)CSc1nc2ccc(Cl)cc2[nH]1)c1c(N)n(Cc2ccccc2)c(=O)[nH]c1=O
    -8	0	5	-5	-0.3	-10	9	-16	6	-7
Cn1c(=O)c(=O)n(C)c2cc(S(=O)(=O)N3CCCCC3)ccc21
    -4	18	1	-1	0.2	1	5	-2	2	9
Cc1cc(C)c(NC(=O)CNC(=O)CN(C)Cc2ccc(Br)s2)c(C)c1
    1	-13	-1	3	0.2	1	3	-4	1	-8

# Among those listed so far, these have a nitro group on carbon.
# Values run as follows: ADAM17 inh	ARFGAP1 inhibitor	ASAP1 inh	PLCg1 inh	KLK7 zymogen act	DDE Tn6 FP inh	MBD2 DNA inh	PLCb3 inh	UHRF1 MBD2 ctr	DDE Tn7 FP inh
Cc1cc(=O)[nH]c(SCC(=O)Nc2ccccc2[N+](=O)[O-])n1
    0	-4	1	4	-0.3	6	3	-3	-1	6
CN(NC1OC(=O)c2ccccc21)c1ccccc1[N+](=O)[O-] (stereo not given)
    2	4	-13	-3	-0.1	2	-6	-6	-3	6

# More results
# Values run as follows: ADAM17 inh	ARFGAP1 inhibitor	ASAP1 inh	PLCg1 inh	KLK7 zymogen act	DDE Tn6 FP inh	MBD2 DNA inh	PLCb3 inh	UHRF1 MBD2 ctr	DDE Tn7 FP inh
Fc1ccccc1-c1n[nH]c(=S)n1CC1CCCO1 (stereo not given)
    -2	6	-1	2	-0.4	-7	3	3	0	-1
COc1ccc(-n2c(SCC(=O)NCCCN3CCCC3=O)nnc2C(C)N2CCCCC2)cc1 (stereo not given)
    -3	7	7	1	0.1	8	0	-9	0	2
CN(C)CCOC(C1CCCCC1)C1CCCCC1
    -1	-2	-7	6	-0.8	1	-1	7	2	-3
COc1ccc(NC(=O)Nc2cc(C)ccc2F)cc1OC
    1	4	10	-1	-0.2	0	-2	2	6	-1
CCOC(=O)c1cc(NC(=O)c2ccccc2)c(=O)oc1-c1ccccc1
    1	-17	3	1	0.0	-2	2	1	-5	0
C#CCOCCOCCOCCNc1nc(N2CCOCC2)nc(N2CCN(C(=O)CCCCCCCCCCNC(=O)[C@H](CO)n3cc(CCCCCN)nn3)CC2)n1
    3	8	0	2	0.1	6	2	4	-1	2
CCc1nc2c(OCC=C(C)C)cccn2c1N(C)C(=O)c1ccccc1F
    -1	3	0	-2	-1.0	-13	-2	-6	-5	-2
O=C1c2ccccc2C(c2nnnn2-c2ccc3c(c2)OCCO3)N1CCc1ccccc1F (stereo not given)
    -4	-7	-4	-1	-0.2	4	-3	0	-3	3
COC(=O)c1cc(-c2ccccc2)sc1N
    1	-14	7	2	-0.6	6	4	-1	0	11
O=C(NCc1ccccn1)c1ccc2nc(C3CCCCC3)oc2c1
    -7	-4	-2	-1	-1.7	8	-2	-13	-1	4
COc1ccc(C2C(C(=O)NCCN(C)C)c3ccccc3C(=O)N2C)cc1OC (stereo not given)
    -2	-5	0	0	0.0	-2	3	0	-1	-5
Cc1ccc(NC(=O)Nc2cnc3ccccc3c2)cc1
    -18	10	-5	-2	3.1	2	-1	-13	4	2
CC(C)CCC[C@@H](C)[C@H]1CC[C@H]2[C@@H]3C(=O)C=C4C[C@@H](O)CC[C@]4(C)[C@H]3CC[C@]12C
    -3	-7	13	3	0.2	-16	-3	3	1	-5
O=S(=O)(c1ccc(N2CCCC2)nc1)N1CCCC1
    -6	8	-4	-1	-0.3	0	-5	-6	-1	6
C[C@H](CO)N1C[C@H](C)[C@H](CN(C)S(=O)(=O)c2ccc(Cl)cc2)OCc2ccccc2-c2c(n(C)c3ccccc23)C1=O
    12*	9	5	2	-0.4	-1	-2	5	-3	-5
COc1ccc(CC(=O)Nc2nc3ccc(F)cc3s2)cc1S(=O)(=O)N1CCOCC1
    -6	-6	7	-1	0.3	-1	0	-2	0	1
N#Cc1ccccc1OCC(=O)OCC(=O)NC1CCCC1
    -4	-4	-5	2	0.1	4	-2	-8	6	0
COC(=O)[C@@]12C[C@@H](CC(=O)NCC3CCCCC3)C(=O)N(CCc3ccc(OC)c(OC)c3)C1=CCC(C)(C)C2
    -1	-8	-8	2	-0.2	-2	-4	2	-1	-2
Cc1ccc(Cn2cc(CN3[C@@H](CC(C)C)COc4cc(Br)ccc4S3(=O)=O)nn2)cc1
    -1	·	·	0	-0.6	2	-1	-1	4	-1
OCc1cccc[n+]1CCc1ccccc1
    11*	1	-5	0	0.5	-3	-2	-3	4	-1
N#CCCn1cnc2ccccc21
    -5	-1	-7	0	0.4	3	-5	2	2	-3
O=C(CN(Cc1cccs1)C(=O)CNS(=O)(=O)c1ccc(F)cc1)NCc1ccco1
    -4	-2	-7	-1	0.1	1	2	2	0	2
